# NOD1 NF-kB reporter – inhibition of NOD1-driven NF-kB reporter – cell-based, luminescence, uHTS, primary screen (AID 1578); inhibition, % at 4 µM; hits with a dose series show EC50 in µM; 1% of 290,000 active; NOD1-driven NF-kB luciferase reporter cells, luminescence; higher % means a stronger effect; in the data active means inhibition mostly above about 36%, no sharp cut-off; inactive means mostly below about 34%;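 further: HEK-293T reporter cells stimulated with the NOD1 agonist gamma-tri-DAP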
# NTR1 ag – NTR1-driven beta-arrestin-GFP spot formation – imaging, U2OS cells, high content, primary screen (AID 493036) | P30989 | agonist mode | activation, % at 20 µM | 0.17% of 330,000 active;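 active means activation at or above 40% of the spot to cytoplasm intensity ratio, with at least 20 cells analyzed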;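 further: 0% = DMSO without peptide and 100% = 100 nM NTR1 peptide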
# Target sequence (P30989 whole entry, looked up): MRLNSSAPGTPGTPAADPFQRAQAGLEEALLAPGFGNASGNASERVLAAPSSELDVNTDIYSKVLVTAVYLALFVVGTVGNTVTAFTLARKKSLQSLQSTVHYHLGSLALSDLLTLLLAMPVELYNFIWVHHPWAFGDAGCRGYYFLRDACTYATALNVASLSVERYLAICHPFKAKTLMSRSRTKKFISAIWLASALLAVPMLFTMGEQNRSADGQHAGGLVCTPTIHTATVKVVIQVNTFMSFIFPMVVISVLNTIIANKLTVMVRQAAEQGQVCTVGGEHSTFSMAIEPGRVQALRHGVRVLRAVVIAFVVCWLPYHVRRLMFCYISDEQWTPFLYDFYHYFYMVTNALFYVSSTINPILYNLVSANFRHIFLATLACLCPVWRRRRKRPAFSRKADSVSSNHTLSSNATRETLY
# GPR55 antagonists – GPR55 antagonists blocking LPI-driven arrestin recruitment, primary screen, imaging, U2OS, beta-arrestin-GFP, LPI agonist (AID 2013). U2OS GPR55 beta-arrestin-GFP translocation imaging, LPI antagonism; higher % means a stronger effect. inhibition, % at 10 µM; hits with a dose series show IC50 in µM. 0.13% of 290,000 active;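 active means spots per cell inhibited over 60%, with over 100 cells counted and total cytoplasm intensity under 500,000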;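 further: U2OS cells stably carrying GPR55 and arrestin-GFP stimulated by 5 µM LPI near EC80; imaged beta-arrestin-GFP aggregate spots per cell after agonist stimulation; plate controls were LPI-stimulated DMSO wells for no effect and DMSO wells without LPI for full effect; some results filed as inactive read as strong as hits; confirmed hits need IC50 under 10 µM and bright autofluorescent wells are also inconclusive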
# Myeloid diff 2 – myeloid differentiation induction | ER-HoxA9 myeloid progenitors, lysozyme-GFP differentiation, flow cytometry | calls only at 10 µM | 1% of 360,000 active;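 active means normalized GFP-positive differentiation at or above the plate's own cutoff, the solvent-only control mean plus 3 SD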;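 further: cells exposed to compound for four days before flow analysis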
# T cell modulator – T cell immune modulation candidate; AID 2052; 2C CD8+ T cell-vesicle binding, flow cytometry; stronger effect = lower value; 0.068% of 330,000 active; calls only at 7 µM;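 active means response, share of CD8 T cells binding vesicles, and their 90th percentile fluorescence all below set limits, cut at about 80% in these data, passing the limit was not always enough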
#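 Test system: purified 2C TCR transgenic mouse naive CD8+ T cells. Probe or stimulus: QL9-peptide-loaded Drosophila micro-vesicles bearing Ld, ICAM-1 and B7-1. Incubation: binding step 1.5 h, 37 °C, antibody labelling 20 min, ice. Measured by: flow cytometry of vesicle-bound cells.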
# KOR beta-arrestin-1 – KOR agonists, beta-arrestin recruitment, primary screen, cell-based, luminescence, uHTS (AID 1777) | KOR beta-arrestin recruitment, luminescence; higher % means a stronger effect | one-dose activation, % at 10 µM; EC50 in µM for titrated hits | 0.02% of 280,000 active; in the data active means activation above about 50%, passing the limit was not always enough; further: a part of the inactive calls stands beside numbers as strong as those of hits
# NOD2 inhibition – inhibition of NOD2-driven NF-kB reporter – cell-based, luminescence, uHTS, HEK293 (AID 1566); 0.63% of 290,000 active; one-dose inhibition, % at 4 µM; EC50 in µM for titrated hits; HEK293 NOD2/NF-kB luciferase reporter, luminescence; higher % means a stronger effect; further: many of its hits are not listed in these tables
# GPR55 beta-arrestin – selective activators of receptor GPR55 – imaging, U2OS cells, beta-arrestin-GFP redistribution, primary screen (AID 1961) | U2OS GPR55 beta-arrestin-GFP redistribution imaging; higher % means a stronger effect | one-dose activation, % at 10 µM; EC50 in µM for titrated hits | 0.048% of 290,000 active;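 active means activation above 40% with more than 50 cells counted in the well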;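 further: U2OS osteosarcoma cells stably expressing GPR55 and beta-arrestin-GFP; plate controls were DMSO negative control for no effect and LPI positive control for full effect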
# KOR beta-arrestin-2 – kappa opioid receptor blockers – cell-based, luminescence, uHTS (AID 1778); KOR beta-arrestin recruitment, luminescence, antagonist mode; higher % means a stronger effect; inhibition, % at 10 µM, or IC50 in µM where a hit was titrated; 0.091% of 290,000 active; further: strong numbers were not always called active
# T cell modulator vesicle-bound % – recorded beside T cell modulator, whose call it bears; double positive events, %; measured here: CD8+ vesicle-bound cell fraction;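 binding gate set so that unloaded-vesicle control wells show 10% double positive cells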
# NTR1 ag cell count 20 µM – also measured in NTR1 ag; calls as there; cell count; measured here: cell count, cytotoxicity flag
# Myeloid diff 2 GFP+ MAC1+ % – further read-out of Myeloid diff 2, marked with its call; GFP+ MAC1+ double positive, %; measured here: differentiation confirmed by MAC1 staining
# Active calls of the source: *; i = inactive; x = not tested or not shown; [ ] = remark or other dose. Unless noted, no stated cut-off is given here; in the data, active means inhibition above about 50%; inactive means the rest.
SMILES,NOD1 NF-kB reporter,NTR1 ag,NTR1 ag cell count 20 µM,GPR55 antagonists,Myeloid diff 2,Myeloid diff 2 GFP+ MAC1+ %,T cell modulator,T cell modulator vesicle-bound %,KOR beta-arrestin-1,NOD2 inhibition,GPR55 beta-arrestin,KOR beta-arrestin-2
O=C(c1ccco1)c1coc2c1cc(O)c1ccccc12,-36%,5.6,97,9%,i,0.4,i,41,-11%,-40%,-0.1%,-25%[20 µM]
COc1cc(C)ccc1OCCOCCOc1cccc2ccc(C)nc12,-37%,-0.1,55,1%,i,0.8,i,6,-6.2%,-2%,0.9%,3%[20 µM]
CSc1nc2ccc(S(=O)(=O)Nc3c(C)n(C)n(-c4ccccc4)c3=O)cc2s1,-6%,0.3,38,12%,i,6.9,i,36,-0.9%,14%,-0.1%,17%
Clc1ccc(-c2ccnc(-n3cccc3)n2)s1,-20%,0.4,72,6%,i,0.5,i,64,-1.2%,5%,1.6%,-33%[20 µM]
O=C(Nc1c(Cl)cccc1Cl)c1cc(=O)n(Cc2ccccc2)c(=O)[nH]1,-11%,1.1,80,8%,i,1.1,i,2,-1.5%,9%,0.1%,-5%
CCc1sc(C(=O)Nc2nc(C)cs2)cc1C,-4%,-1.1,36,11%,i,1.2,x,x,1.8%,-135%,-0.1%,-38%
CCOC(=O)/C(=C/c1ccc(Cl)cc1)NC(=O)c1ccco1,-28%,1.1,44,4%,i,0.4,i,22,-1.1%,4%,0.5%,x
CC(=O)N1CCN(c2nc3ccc([N+](=O)[O-])cc3s2)CC1,-19%,-1.1,62,4%,i,2.6,i,13,-3.8%,-15%,-0.1%,11%
Cc1cc(NC(=O)CCCC(=O)O)nc(C)n1,-5%,1.1,56,11%,i,8.9,i,43,0.0%,19%,-0.2%,11%
NC(=O)NNc1cccc(Cl)n1,12%,-0.3,96,5%,i,0.9,i,67,0.1%,11%,0.2%,-8%

# Fetched by structure from the list above (five):
SMILES,NOD1 NF-kB reporter,NTR1 ag,NTR1 ag cell count 20 µM,GPR55 antagonists,Myeloid diff 2,Myeloid diff 2 GFP+ MAC1+ %,T cell modulator,T cell modulator vesicle-bound %,KOR beta-arrestin-1,NOD2 inhibition,GPR55 beta-arrestin,KOR beta-arrestin-2
COc1cc(C)ccc1OCCOCCOc1cccc2ccc(C)nc12,-37%,-0.1,55,1%,i,0.8,i,6,-6.2%,-2%,0.9%,3%[20 µM]
CC(=O)N1CCN(c2nc3ccc([N+](=O)[O-])cc3s2)CC1,-19%,-1.1,62,4%,i,2.6,i,13,-3.8%,-15%,-0.1%,11%
CCc1sc(C(=O)Nc2nc(C)cs2)cc1C,-4%,-1.1,36,11%,i,1.2,x,x,1.8%,-135%,-0.1%,-38%
CCOC(=O)/C(=C/c1ccc(Cl)cc1)NC(=O)c1ccco1,-28%,1.1,44,4%,i,0.4,i,22,-1.1%,4%,0.5%,x
Cc1cc(NC(=O)CCCC(=O)O)nc(C)n1,-5%,1.1,56,11%,i,8.9,i,43,0.0%,19%,-0.2%,11%

# Following part:
SMILES,NOD1 NF-kB reporter,NTR1 ag,NTR1 ag cell count 20 µM,GPR55 antagonists,Myeloid diff 2,Myeloid diff 2 GFP+ MAC1+ %,T cell modulator,T cell modulator vesicle-bound %,KOR beta-arrestin-1,NOD2 inhibition,GPR55 beta-arrestin,KOR beta-arrestin-2
O=C1[C@H]2[C@@H](C(=O)N1c1cc(Cl)cc(Cl)c1)[C@]1(C(=O)Nc3ccccc31)N1CCC[C@@H]21,-10%,2.5,85,14%,i,1.6,i,15,-3.7%,8%,-0.1%,14%
COc1ccc(Oc2c(C(F)(F)F)oc3cc(OCC(=O)O)ccc3c2=O)cc1,5%,-0.2,36,-15%,i,0.3,i,16,-3.8%,25%,-0.2%,1%
CCC(C)N1CCNCC1 (configuration not stated),-8%,-0.7,43,17%,i,0.3,i,43,-7.3%,18%,0.2%,7%[20 µM]
COc1ccccc1C1CC(c2ccc(C)cc2)Nc2ncnn21 (configuration not stated),-12%,0.8,80,7%,i,0.8,i,37,-2.2%,5%,-0.1%,16%
O=C(NCc1ccco1)Nc1ccc2snnc2c1,-4%,-1.0,40,7%,x,x,i,10,-1.6%,9%,0.2%,24%
O=C(N/N=C/c1ccco1)c1cccc(NC(=O)c2ccccc2Cl)c1,-18%,-1.8,47,6%,i,0.7,i,29,-7.6%,51%*,0.0%,-5%
O=c1c2ccccc2[nH]c(=S)n1CCN1CCC(=C(c2ccc(F)cc2)c2ccc(F)cc2)CC1,-4%,11,67,9%,x,x,x,x,-0.2%,-5%,-0.1%,-40%
CCOC(=O)c1c(NCc2ccc3c(c2)OCO3)c2ccccc2[nH]c1=O,x,2.1,56,11%,i,1.1,i,16,3.1%,-21%,0.5%,6%
COc1ccc(NC(=O)CCSCCc2ccccn2)cc1OC,-21%,2.1,73,4%,i,0.4,i,5,-3.5%,13%,-0.1%,4%
Cn1c(=O)cc(N2CCN(C(=O)c3ccco3)CC2)[nH]c1=O,-7%,-1.4,71,6%,i,2.7,i,26,-0.2%,-7%,0.3%,-7%
COc1ccc(C)cc1NC(=O)CN(C)S(=O)(=O)c1ccc2c(c1)CC(C)N2C(C)=O (configuration not stated),-32%,0.5,73,10%,i,0.7,i,45,1.3%,-5%,-0.1%,-23%
OC(COc1c(Cl)cc(Cl)cc1Cl)CN1CCCCC1 (configuration not stated),-1%,0.3,59,10%,i,2.6,i,39,10%,-4%,0.6%,-4%
Cc1cc(C)n(CC(=O)Nc2ccccc2)n1,-4%,-1.6,100,14%,i,2.0,i,24,1.3%,-31%,0.3%,-12%
CCSc1nnc2c3cc(CC)ccc3n(C)c2n1,-34%,0.5,66,14%,i,0.5,i,56,0.0%,-4%,0.4%,-25%[20 µM]
O=C(Nc1ccc(S(=O)(=O)NCC2CCCO2)cc1)c1cccc(F)c1 (configuration not stated),4%,-1.5,51,-6%,i,0.7,i,46,6.1%,17%,-0.2%,-17%
Cc1ccccc1NC(=O)c1ccc(C)c(S(=O)(=O)Nc2ccccn2)c1,-8%,0.5,86,10%,i,0.3,i,37,-3.6%,4%,0.6%,-11%
CC(=O)c1c(N2CCN(c3ccccn3)CC2)nc(=S)n(-c2ccccc2)c1C,-3%,0.5,71,5%,i,0.3,i,48,1.3%,32%,0.0%,-10%
CCS(=O)(=O)c1ncc(Cl)c(C(=O)Nc2ccc(S(=O)(=O)N3CCC(C)CC3)cc2)n1,-29%,28,70,18%,x,x,i,44,-7.5%,6%,3.3%,5%
COc1ccc2oc(=O)cc(CN(C)Cc3ccccc3)c2c1,27%,0.8,45,7%,i,2.2,i,62,0.5%,28%,-0.3%,-12%[20 µM]
CS(=O)c1ccc(-n2c(=O)n(Cc3ccccc3)c(=O)c3[nH]cnc32)cc1 (configuration not stated),4%,0.1,85,10%,i,0.6,i,48,-3.4%,20%,0.8%,8%
O=C(CSc1nncn1-c1cccnc1)Nc1cccc(C(F)(F)F)c1,-35%,-1.3,42,-14%,i,0.6,i,18,-3.6%,3%,0.5%,1%
O=C(O)CSCC(=O)N1N=C2/C(=C/c3ccccc3)CCCC2C1c1ccccc1 (configuration not stated),-13%,2.3,43,6%,i,0.3,i,35,-3.9%,2%,0.1%,-8%
CCOC(=O)c1[nH]cnc1C(=O)Nc1ccncc1,1%,-0.4,41,-7%,i,0.1,i,1,2.7%,7%,-0.1%,-21%
COc1ccc(-n2nc(C(=O)NCC(=O)N3CCCCC3)c3ccccc3c2=O)cc1,-33%,2.0,41,-10%,i,0.7,i,48,-3.1%,-10%,0.5%,-11%
C/C(Cn1nnc([N+](=O)[O-])n1)=N\NC(=O)c1ccccc1Cl,9%,1.0,44,0%,i,1.9,i,62,0.4%,44%,0.3%,-8%
c1ccc2c(c1)ncc1cccn12,23%,1.0,47,1%,i,7.8,i,13,-3.4%,12%,-0.2%,14%
CCOc1ccc(NC(N)=O)cc1OCC,6%,-1.5,83,-6%,i,1.0,i,28,-2.3%,-2%,-0.1%,15%
CNCCOc1nc(N2CCOCC2)nc(C)c1[N+](=O)[O-],4%,-2.5,73,-6%,i,0.9,i,54,7.2%,-14%,0.0%,-4%
CC(C)(CC(=O)O)CC(=O)Nc1ccc(Oc2ccc(C(C)(C)C)cc2)nc1,6%,-0.7,39,4%,i,0.9,i,30,4.4%,6%,0.6%,13%
CCOC(=O)c1ccc(NC(=O)c2ccccc2[N+](=O)[O-])cc1,-45%,-0.9,45,4%,i,0.0,i,33,-3.0%,-8%,-0.2%,24%
O=C(N/N=C/c1c(F)c(F)c(F)c(F)c1F)c1cc(-c2ccccc2)nc2ccccc12,1%,-0.7,65,4%,i,0.5,i,60,-5.2%,-12%,0.0%,38%
O=C(O)CN=C(NS(=O)(=O)c1ccccc1)c1ccccc1,-7%,-0.3,41,4%,i,1.4,i,9,-3.7%,-4%,0.0%,-10%
CCOc1ccccc1N1CC(C(=O)N2CCc3ccccc3C2)CC1=O (configuration not stated),-11%,-0.6,50,7%,i,0.4,i,54,2.0%,17%,0.2%,-22%
Cc1ccccc1NC(=O)C1CCN(c2cc(-c3ccccc3)nc3ncnn23)CC1,x,0.6,57,-2%,x,x,i,50,-4.1%,x,0.0%,-20%
Cc1ccc([N+](=O)[O-])cc1NC(=O)Nc1ccc(S(N)(=O)=O)cc1,-8%,-1.4,93,12%,i,0.3,i,51,0.4%,18%,0.2%,20%
O=C(NCC1COc2ccccc2O1)c1ccccc1 (configuration not stated),-81%,-0.8,44,7%,i,11,i,38,-0.9%,-52%,-0.3%,-25%
CN(C)S(=O)(=O)c1ccc(Cl)c(C(=O)NC2CCN(Cc3ccccc3)C2)c1 (configuration not stated),-18%,1.4,48,5%,i,0.2,i,20,-0.7%,-12%,-0.4%,-11%
O=C(N=C1SCC(=O)N1c1ccccc1Cl)c1ccccc1,-44%,-0.7,80,-14%,i,0.3,x,x,-13%,-67%,1.8%,3%
COc1ccc(C2CC(c3ccccc3)Nc3ncnn32)cc1 (configuration not stated),-11%,0.1,46,4%,i,2.5,i,44,-5.9%,11%,-0.1%,4%
CC(=O)Nc1nc(SCCCc2ccccc2)n[nH]1,18%,0.2,60,0%,i,2.2,i,46,-4.3%,-16%,-0.2%,15%
CCOc1cc(N2CCOCC2)c(OCC)cc1NC(=O)COC(=O)[C@H](Cc1c[nH]c2ccccc12)NC(C)=O,-27%,-1.5,53,-16%,i,0.8,i,25,1.6%,-3%,-0.1%,-14%
Cc1[nH]c2ccccc2c1/C=N\NC(=O)Cn1nnc(-c2ccccc2)n1,-13%,0.1,103,8%,i,0.3,i,32,5.4%,4%,-0.3%,11%
COc1cc(CSc2ncn[nH]2)c(OC)cc1CSc1ncn[nH]1,24%,-0.2,72,-3%,i,1.0,i,45,0.0%,27%,-0.1%,1%

# Not all compounds are listed (hit frequency here may not be typical).
